From PubChem BioAssay
NR2E3 ag-1: agonists of human nuclear receptor NR2E3; Q9Y5X4; GST-NR2E3/biotin-RetCOR TR-FRET, 1536-well; inhibition of corepressor binding, % at 4.78 µM; 0.12% of 320,000 active; AID 2300;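 active means percent inhibition above the cutoff of mean plus 3 SD of all tested compounds, set per screening campaign, cut at about 20% in these data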;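 further: 0% = DMSO wells and 100% = biotin wells as full block of FRET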
Target sequence (Q9Y5X4 whole entry, looked up): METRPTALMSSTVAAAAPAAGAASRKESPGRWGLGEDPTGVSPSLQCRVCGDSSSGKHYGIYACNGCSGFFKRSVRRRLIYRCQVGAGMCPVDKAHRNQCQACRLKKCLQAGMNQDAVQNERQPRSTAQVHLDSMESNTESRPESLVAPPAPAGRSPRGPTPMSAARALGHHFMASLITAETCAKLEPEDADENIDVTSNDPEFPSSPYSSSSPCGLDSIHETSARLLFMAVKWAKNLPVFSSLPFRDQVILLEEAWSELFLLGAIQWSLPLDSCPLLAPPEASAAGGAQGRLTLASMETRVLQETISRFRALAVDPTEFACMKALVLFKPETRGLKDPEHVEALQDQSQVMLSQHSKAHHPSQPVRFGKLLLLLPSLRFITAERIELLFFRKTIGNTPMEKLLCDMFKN
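Material – GST-tagged NR2E3 plus biotinylated RetCOR corepressor · Quantity – NR2E3 fusion 1.35 nM · Times – 5 h incubation at 4 °C · Medium – pH 7.5 Tris-based buffer · Technique – TR-FRET, Eu(K)-anti-GST donor, streptavidin-D2 acceptor, ex 340, em 617/671 nm · Benchmarks – high control biotin, low control 0.6% DMSO · Format – 1536-well plates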
MITF TRPM1 inh: MITF TRPM1 promoter inhibition in SK-MEL-5 cells | inhibition, % at 12.5 µM | SK-MEL-5 TRPM1 promoter luciferase, 24 h | 0.83% of 330,000 active;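 active means mean inhibition across replicates of 60% or more, whatever share of single replicates reaches that level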; further: values of inactives mirror those of a sister screen read the other way
aDG glyco up: increases alpha dystroglycan glycosylation. Pro5-aDG cells, alpha-DG glycosylation AlphaScreen (IIH6); 0% Pro5, 100% B10-LARGE cell signal. activation, % at 10 µM. 0.22% of 360,000 active. AID 624168;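 active means activation of at least 8% versus controls, or a plate z-score of at least 8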;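 further: Pro5 are CHO cells carrying HIG-tagged alpha-DG that lacks glycosylation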
NR2E3 ag-2: activates human NR2E3 receptor; 0.35% of 360,000 active; AID 602229; Q9Y5X4; inhibition of corepressor binding, % at 3.98 µM; CHO-S Gal4-NCOR/VP16-NR2E3 two-hybrid, luciferase;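 active means inhibition above the mean of all tested compounds plus 3 SD, cut at about 70% in these data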;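 further: 0% = DMSO with NR2E3 transfected cells and 100% = cells lacking NR2E3 construct; higher means lower luciferase signal from less NR2E3 corepressor binding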
HIF-2a inh: blocks HIF-2a reporter activity; 786-0 RCC cells HIF-2a reporter, luciferase luminescence, overnight; inhibition, % at 18.8 µM; 0.72% of 360,000 active; AID 624352;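 active means inhibition of the luminescence signal of 40% or more relative to plate controls, in a single-dose primary screen at 18.75 µM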
iPSC survival up: hiPSC single-cell survival enhancement | AID 602274 | ATPlite luminescence; 100% = ROCK inhibitor wells, 0% = DMSO | survival enhancement, % at 20 µM | 0.044% of 360,000 active; in the data active means survival enhancement above about 18%;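 further: cells exposed to compounds for 16 hours before the ATP read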
CF NFkB block: blocks PAF-induced NF-kB reporter in cystic fibrosis cells; KKLEB NF-kB-GFP reporter, GFP fluorescence overnight; inhibition, % at 5 µM; 0.86% of 360,000 active; AID 588850;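 active means at least 50% inhibition at 5 µM, scaled per plate between neutral and stimulator controls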;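 further: PAF is a Pseudomonas aeruginosa culture filtrate used as stimulus; plate controls were PAF-stimulated DMSO wells for no effect and unstimulated DMSO wells for full effect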
TWEAK Fn14 block: TWEAK-Fn14 signaling inhibition. TWEAK-stimulated Fn14 reporter cells, luciferase luminescence, 8 h. AID 1159606. inhibition, % at 10 µM. 2% of 360,000 active; in the data active means inhibition above about 50%
KKLEB tox: CF airway cell cytotoxicity counter-screen | KKLEB CF airway cells viability, ATPlite luminescence, overnight; hits give low values; cells stimulated with P. aeruginosa culture filtrate | activity change (cytotoxicity), % at 5 µM | 0.36% of 360,000 active;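 active means corrected activity change at or below -50% at 5 µM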
Shn3 3UTR inh: reduces Shn3 3'UTR luciferase signal in osteoblasts; Clone20 osteoblast Shn3 3'UTR firefly luciferase, 24 h; 0.52% of 360,000 active; inhibition, % at 12.5 µM;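 active means mean inhibition of at least 75% with every replicate also reaching 75%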;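 further: 0% = median of neutral control wells and 100% = pilot-screen positive control compound; some compounds past the cut are filed as inactive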
Peg3 promoter: Peg3 promoter activity inhibition | HeLa PEG-Prom luciferase reporter, luminescence, overnight | inhibition, % at 20 µM | 1.7% of 360,000 active | AID 588405;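 active means inhibition of at least 50% at 20 µM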
An asterisk follows results filed as active.

A first look (three entries):
How did COc1ccccc1-n1cccc1C=O do in these assays?
NR2E3 ag-1: 7; MITF TRPM1 inh: 1; aDG glyco up: -0.5; NR2E3 ag-2: -17; HIF-2a inh: 9; iPSC survival up: -0.4; CF NFkB block: -6; TWEAK Fn14 block: 3; KKLEB tox: -1; Shn3 3UTR inh: 17; Peg3 promoter: 9

What do the screens show for `COc1ccccc1/C=C1/C(=O)N(c2cc(C)cc(C)c2)C(c2cccc([N+](=O)[O-])c2)S1(=O)=O` (stereo not drawn)?
NR2E3 ag-1: -3; MITF TRPM1 inh: 9; aDG glyco up: 0.1; NR2E3 ag-2: -35; HIF-2a inh: 15; iPSC survival up: -2.3; CF NFkB block: 0; TWEAK Fn14 block: 11; KKLEB tox: -6; Shn3 3UTR inh: 15; Peg3 promoter: 19

What do the screens show for `CC(C)S(=O)(=O)C1=NSC2=NC(=O)/C(=C\c3ccc(-c4ccccc4)o3)C(=N)N21`?
NR2E3 ag-1: -4; MITF TRPM1 inh: 11; aDG glyco up: 0.0; NR2E3 ag-2: 20; HIF-2a inh: -5; iPSC survival up: 2.9; CF NFkB block: 11; TWEAK Fn14 block: 12; KKLEB tox: 7; Shn3 3UTR inh: -17; Peg3 promoter: 3

The listing, repeating the preview:
How did COc1ccccc1-n1cccc1C=O do in these assays?
NR2E3 ag-1: 7; MITF TRPM1 inh: 1; aDG glyco up: -0.5; NR2E3 ag-2: -17; HIF-2a inh: 9; iPSC survival up: -0.4; CF NFkB block: -6; TWEAK Fn14 block: 3; KKLEB tox: -1; Shn3 3UTR inh: 17; Peg3 promoter: 9

What do the screens show for `COc1ccccc1/C=C1/C(=O)N(c2cc(C)cc(C)c2)C(c2cccc([N+](=O)[O-])c2)S1(=O)=O` (stereo not drawn)?
NR2E3 ag-1: -3; MITF TRPM1 inh: 9; aDG glyco up: 0.1; NR2E3 ag-2: -35; HIF-2a inh: 15; iPSC survival up: -2.3; CF NFkB block: 0; TWEAK Fn14 block: 11; KKLEB tox: -6; Shn3 3UTR inh: 15; Peg3 promoter: 19

What do the screens show for `CC(C)S(=O)(=O)C1=NSC2=NC(=O)/C(=C\c3ccc(-c4ccccc4)o3)C(=N)N21`?
NR2E3 ag-1: -4; MITF TRPM1 inh: 11; aDG glyco up: 0.0; NR2E3 ag-2: 20; HIF-2a inh: -5; iPSC survival up: 2.9; CF NFkB block: 11; TWEAK Fn14 block: 12; KKLEB tox: 7; Shn3 3UTR inh: -17; Peg3 promoter: 3

What do the screens show for `O=C(Nc1ccc(C(=O)Oc2ccccc2)c(O)c1)c1ccccc1`?
NR2E3 ag-1: 0; MITF TRPM1 inh: -48; aDG glyco up: 0.5; NR2E3 ag-2: -30; HIF-2a inh: -141; iPSC survival up: -1.3; CF NFkB block: -14; TWEAK Fn14 block: 11; KKLEB tox: 1; Shn3 3UTR inh: -11; Peg3 promoter: -104

How did COc1ccc(C(=O)OCC(=O)N2CCC(C)CC2)cc1S(=O)(=O)N1CCOCC1 do in these assays?
MITF TRPM1 inh: 10; aDG glyco up: 0.0; NR2E3 ag-2: 1; HIF-2a inh: 3; iPSC survival up: -0.3; CF NFkB block: -24; TWEAK Fn14 block: 7; KKLEB tox: 7; Shn3 3UTR inh: 6; Peg3 promoter: -9

What do the screens show for `O=C(Nc1ccc(OC(=O)c2cccnc2)cc1)c1cccnc1`?
NR2E3 ag-1: 2; MITF TRPM1 inh: -4; aDG glyco up: 0.0; NR2E3 ag-2: -5; HIF-2a inh: -5; iPSC survival up: -0.5; CF NFkB block: 17; TWEAK Fn14 block: -22; KKLEB tox: -2; Shn3 3UTR inh: -6; Peg3 promoter: 18

Results for O=C(NCCCCCCCCCNC(=O)C(F)(F)F)C(F)(F)F ?
NR2E3 ag-1: 2; MITF TRPM1 inh: 14; aDG glyco up: 0.7; NR2E3 ag-2: 7; HIF-2a inh: 0; iPSC survival up: 4.5; CF NFkB block: -11; TWEAK Fn14 block: 21; KKLEB tox: 11; Shn3 3UTR inh: 0; Peg3 promoter: -5

What do the screens show for `COc1ccc(N(C)C(=O)Nc2ccc3nsnc3c2)cc1`?
MITF TRPM1 inh: -16; aDG glyco up: 0.5; NR2E3 ag-2: 4; HIF-2a inh: -64; iPSC survival up: -0.6; CF NFkB block: 2; TWEAK Fn14 block: 8; KKLEB tox: 6; Shn3 3UTR inh: 10; Peg3 promoter: -36

Results for CCn1c(SCc2ccc(F)cc2)nc2c(c1=O)SCC2 ?
NR2E3 ag-1: 2; MITF TRPM1 inh: -10; aDG glyco up: 0.1; NR2E3 ag-2: 10; HIF-2a inh: 24; iPSC survival up: -0.9; CF NFkB block: 5; TWEAK Fn14 block: -2; KKLEB tox: -10; Shn3 3UTR inh: 12; Peg3 promoter: 38

What do the screens show for `Cc1oc(-c2ccccc2Cl)nc1CS(=O)CC(=O)N1CCN(c2ccccc2)CC1` (stereo not drawn)?
NR2E3 ag-1: -4; MITF TRPM1 inh: 13; aDG glyco up: 0.1; NR2E3 ag-2: -14; HIF-2a inh: 11; iPSC survival up: 1.5; CF NFkB block: -11; TWEAK Fn14 block: -8; KKLEB tox: 8; Shn3 3UTR inh: -14; Peg3 promoter: 7

How did O=C(CCSCCC(=O)Nc1c(F)c(F)c(F)c(F)c1F)Nc1c(F)c(F)c(F)c(F)c1F do in these assays?
NR2E3 ag-1: -2; MITF TRPM1 inh: 2; aDG glyco up: 0.8; NR2E3 ag-2: 12; HIF-2a inh: 12; iPSC survival up: 0.2; CF NFkB block: -13; TWEAK Fn14 block: -15; KKLEB tox: -6; Shn3 3UTR inh: 7; Peg3 promoter: 21

Results for CCCc1cc(C(=O)Nc2ccc(C)cc2)no1 ?
NR2E3 ag-1: 3; aDG glyco up: -0.2; NR2E3 ag-2: -66; HIF-2a inh: -303; iPSC survival up: 1.9; CF NFkB block: -32; TWEAK Fn14 block: 2; KKLEB tox: -1; Shn3 3UTR inh: -54; Peg3 promoter: -400

How did Cc1cccc(NC(=O)CCNS(=O)(=O)c2ccc3[nH]c(=O)oc3c2)c1 do in these assays?
NR2E3 ag-1: 2; MITF TRPM1 inh: 6; aDG glyco up: 0.0; NR2E3 ag-2: -42; HIF-2a inh: 3; iPSC survival up: -0.1; CF NFkB block: 6; TWEAK Fn14 block: -5; KKLEB tox: -10; Shn3 3UTR inh: 4; Peg3 promoter: -8

How did CCS(=O)(=O)CCSC(=N)N do in these assays?
NR2E3 ag-1: -1; MITF TRPM1 inh: 3; aDG glyco up: 0.4; NR2E3 ag-2: -5; HIF-2a inh: -13; iPSC survival up: 5.6; CF NFkB block: 7; TWEAK Fn14 block: 33; KKLEB tox: 9; Shn3 3UTR inh: -1; Peg3 promoter: -56

What do the screens show for `COc1ccc(NC(=O)C2CCN(C(=O)c3cccs3)CC2)cc1`?
NR2E3 ag-1: 1; MITF TRPM1 inh: -13; aDG glyco up: -0.2; NR2E3 ag-2: -10; HIF-2a inh: 3; iPSC survival up: -0.4; CF NFkB block: -4; TWEAK Fn14 block: 0; KKLEB tox: 9; Shn3 3UTR inh: -10; Peg3 promoter: 8

How did CCOc1cc(N2CCOCC2)c(OCC)cc1NC(=O)COC(=O)CCc1c[nH]c2ccccc12 do in these assays?
NR2E3 ag-1: 2; MITF TRPM1 inh: 8; aDG glyco up: -0.4; NR2E3 ag-2: -12; HIF-2a inh: 11; iPSC survival up: -2.6; CF NFkB block: -3; TWEAK Fn14 block: -6; KKLEB tox: 4; Shn3 3UTR inh: 11; Peg3 promoter: 3

Results for Cc1ccc(C)c(C(=O)COC(=O)c2ccc(C)c(S(=O)(=O)N3CCOCC3)c2)c1 ?
NR2E3 ag-1: 5; MITF TRPM1 inh: 3; aDG glyco up: 0.1; NR2E3 ag-2: 1; HIF-2a inh: -13; iPSC survival up: 0.3; CF NFkB block: 9; TWEAK Fn14 block: -9; KKLEB tox: -8; Shn3 3UTR inh: -3; Peg3 promoter: -15

How did CCCCNC(=O)C1(C)CCN1C(=O)c1ccc(F)c(C)c1 (stereo not drawn) do in these assays?
aDG glyco up: 0.0; NR2E3 ag-2: 8; HIF-2a inh: 11; iPSC survival up: -0.2; CF NFkB block: 5; TWEAK Fn14 block: 5; KKLEB tox: -7; Shn3 3UTR inh: -3; Peg3 promoter: 4

What do the screens show for `CCC1=NN2C(=N)/C(=C\c3ccc(OCc4cc(=O)n5nc(CC)sc5n4)c(OC)c3)C(=O)N=C2S1`?
MITF TRPM1 inh: -5; aDG glyco up: 0.0; NR2E3 ag-2: 20; HIF-2a inh: 7; iPSC survival up: -2.6; CF NFkB block: 8; TWEAK Fn14 block: -14; KKLEB tox: 2; Shn3 3UTR inh: 3; Peg3 promoter: 9

What do the screens show for `CCC(NS(=O)(=O)c1ccc(C)cc1)C(=O)Nc1ccc(NC(C)=O)cc1` (stereo not drawn)?
NR2E3 ag-1: 2; MITF TRPM1 inh: 4; aDG glyco up: -0.1; NR2E3 ag-2: -23; HIF-2a inh: 8; iPSC survival up: -1.3; CF NFkB block: 3; TWEAK Fn14 block: 20; KKLEB tox: 3; Shn3 3UTR inh: 1; Peg3 promoter: 6

Results for CCOC(=O)c1c(N)sc2c1CCC(CC)C2 (stereo not drawn) ?
NR2E3 ag-1: -1; MITF TRPM1 inh: -4; aDG glyco up: 0.4; NR2E3 ag-2: -20; HIF-2a inh: -89; iPSC survival up: -0.6; CF NFkB block: 11; TWEAK Fn14 block: 13; KKLEB tox: -3; Shn3 3UTR inh: -12; Peg3 promoter: -25

What do the screens show for `CC(=O)Nc1ccc(S(=O)(=O)N2CC3(C)CC2CC(C)(C)C3)cc1` (stereo not drawn)?
NR2E3 ag-1: 3; MITF TRPM1 inh: 3; aDG glyco up: -0.3; NR2E3 ag-2: -21; HIF-2a inh: 15; iPSC survival up: -2.4; CF NFkB block: -19; TWEAK Fn14 block: 14; KKLEB tox: 18; Shn3 3UTR inh: 6; Peg3 promoter: 23

What do the screens show for `CC(C)N1CCC(N2CCN(Cc3nc4ccccc4s3)CC2CCO)CC1` (stereo not drawn)?
NR2E3 ag-1: 0; MITF TRPM1 inh: 19; aDG glyco up: 0.1; NR2E3 ag-2: -1; HIF-2a inh: -1; iPSC survival up: -0.2; CF NFkB block: -8; TWEAK Fn14 block: 2; KKLEB tox: 7; Shn3 3UTR inh: -17; Peg3 promoter: -8

Results for COc1ccc(CNC(=O)CN2C(=O)NC3(CCCc4sccc43)C2=O)cc1OC (stereo not drawn) ?
NR2E3 ag-1: 1; MITF TRPM1 inh: 6; aDG glyco up: 0.2; NR2E3 ag-2: -10; HIF-2a inh: 10; iPSC survival up: 0.6; CF NFkB block: -25; TWEAK Fn14 block: 3; KKLEB tox: 5; Shn3 3UTR inh: 8; Peg3 promoter: 8
